Screening results from PubChem BioAssay.
D3 ag = agonists of human D3 dopamine receptor. 410,000 compounds, 0.58% hits. max activation, %. D3R DiscoveRx beta-arrestin cells, luminescence, 90 min. AID 652048; in the data active means max activation above about 30%; further: 0% is about no effect; mostly tested at two doses, the higher about 12 µM
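Agonist mode: compounds and dopamine controls were applied to plated cells for 90 min at 37 degrees C after an overnight attachment at 1500 cells/well. Luminescent read-out followed 30 - 60 minutes at room temperature with DiscoveRx detection reagent.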
Akt phos inh = blocks phosphorylation of Akt; Neuro2A IGF-stimulated pAkt S473 HTRF, 20 min; hits give low values; activity change, % for hits at 50 µM; 360,000 compounds, 0.32% hits; AID 651550; in the data active means activity change below about -80%; inconclusive means mostly about -51% to -80%; further: on the % scale 0 is the no-effect control and ±100 the full control effect
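Neuro2A cells (4,500/well, DMEM with 0.5% FBS) were treated with compound at a single 50 µM final concentration, stimulated with 6 nM IGF for 20 min at 37 °C, and lysed. Phospho-Akt Ser473 was read by HTRF as 665/615 ratio ×10^4.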
EPAC2 antagonist = blocks human EPAC2 exchange factor. Q8WZA2. EPAC2 GEF exchange of Rap1B-BODIPY-GDP, fluorescence. Potency, µM (top dose mostly 114 µM), for the others: top-dose activity, negative = inhibition, most hits filed as inhibitors. 360,000 compounds, 0.18% hits; further: potency means the concentration at half of the fitted maximal effect; on the % scale 0 is the no-effect control and ±100 the full control effect; nearly all actives have a fitted effect of over 45% in size; many of its hits are not listed in these tables
Target sequence (Q8WZA2 whole entry, looked up): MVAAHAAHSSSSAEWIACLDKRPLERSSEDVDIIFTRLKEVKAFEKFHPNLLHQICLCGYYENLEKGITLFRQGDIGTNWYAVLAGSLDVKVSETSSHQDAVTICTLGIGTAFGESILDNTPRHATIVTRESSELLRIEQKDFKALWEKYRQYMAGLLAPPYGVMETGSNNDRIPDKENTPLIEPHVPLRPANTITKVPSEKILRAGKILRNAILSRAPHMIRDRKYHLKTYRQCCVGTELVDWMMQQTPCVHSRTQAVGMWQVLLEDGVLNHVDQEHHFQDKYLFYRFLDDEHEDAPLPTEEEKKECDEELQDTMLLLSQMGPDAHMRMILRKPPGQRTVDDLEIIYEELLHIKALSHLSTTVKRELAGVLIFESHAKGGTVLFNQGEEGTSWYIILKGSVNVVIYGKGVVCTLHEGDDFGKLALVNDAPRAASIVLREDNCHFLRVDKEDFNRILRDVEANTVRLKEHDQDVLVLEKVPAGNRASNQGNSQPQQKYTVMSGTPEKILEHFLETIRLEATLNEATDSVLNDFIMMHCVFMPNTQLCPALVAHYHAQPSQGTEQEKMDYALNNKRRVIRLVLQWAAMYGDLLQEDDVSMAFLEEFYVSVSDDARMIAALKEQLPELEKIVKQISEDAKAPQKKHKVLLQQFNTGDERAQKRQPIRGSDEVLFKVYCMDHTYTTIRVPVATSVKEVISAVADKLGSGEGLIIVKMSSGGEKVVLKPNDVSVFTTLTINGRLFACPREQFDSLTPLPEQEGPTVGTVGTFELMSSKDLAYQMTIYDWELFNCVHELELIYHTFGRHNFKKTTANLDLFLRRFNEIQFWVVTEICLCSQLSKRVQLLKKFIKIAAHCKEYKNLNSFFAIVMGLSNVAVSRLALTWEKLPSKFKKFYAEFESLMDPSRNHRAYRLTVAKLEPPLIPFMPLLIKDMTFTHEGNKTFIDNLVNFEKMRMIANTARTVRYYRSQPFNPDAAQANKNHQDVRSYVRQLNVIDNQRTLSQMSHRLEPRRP
CCT chaperon mod = modulators of cytosolic chaperonin (CCT/TRiC) activity. purified chaperonin ATPase assay, HTRF ADP detection, 30 min. activity change, % (test concentration not listed), hits read low. 360,000 compounds, 0.3% hits; in the data active means activity change below about -30%; further: on the % scale 0 is the no-effect control and ±100 the full control effect
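Enzyme 40 or 20 nM (batch-dependent) in Tris pH 7.4/KCl/MgCl2/DTT; cpd 76 uM single point; ATP 10 uM; 30 min 37 °C; Transcreener ADP HTRF detection, 30 min RT; ratio 665/615.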
PTHR1 agonist = PTHR1 (human) receptor agonism | Potency, µM (doses to about 115 µM), inactives show at the highest dose activation, most hits filed as activators | 410,000 compounds, 0.075% hits | HEK293 GP2 PTHR1 cells, GloSensor cAMP luminescence, 1 h | Q03431; further: potency means the concentration at half of the fitted maximal effect; nearly all actives have a fitted effect of over 55% in size; some results filed as inactive show a strong effect at the top dose; inactives centre near -15; many of its hits are not listed in these tables
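HEK-293-derived GP2 cells expressing PTHR1 and a GloSensor cAMP reporter, 3,000/well, plated overnight, given luciferin plus IBMX (each 0.5 mM as added) for 1 h at 37 °C, then compound for 1 h at 37 °C. Luminescence was read after 15 min at room temperature.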
D3 antag = antagonists of human D3 dopamine receptor; max response, negative = inhibition, %; D3R cells, DiscoveRx beta-arrestin luminescence, antagonist mode; hits give low values; P35462; 360,000 compounds, 2.5% hits; AID 652054; in the data active means max response below about -50%; inconclusive means no clear call, values can overlap the other calls; further: on the % scale 0 is the no-effect control and ±100 the full control effect; mostly tested at two doses, the higher about 12 µM
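Cells expressing the human receptor were seeded at 1500 cells/well, incubated overnight at 37 degrees C in 5% CO2, then exposed to library compounds with dopamine controls for 90 minutes at 37 degrees C before luminescent detection.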
EPAC2 ag = activates human EPAC2 exchange factor | Q8WZA2 | EPAC2 activation, biochemical qHTS; response scale: 100% = 6.5 mM cAMP response | Potency, µM (series often up to 154 µM), for the others: at the highest dose activation, most hits filed as activators | 360,000 compounds, 0.079% hits; further: potency means the concentration at half of the fitted maximal effect; nearly all actives have a fitted effect of over 50% in size
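EPAC2 (100 nM) mixed with Rap1B loaded with BODIPY-GDP (250 nM) plus 50 uM unlabeled GDP; compounds pinned in, 5 min RT, then read every 5 min for 30 min (ex 480, em 540 nm). Normalized to cAMP control.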
MmCpn inh = blocks the Methanococcus maripaludis chaperonin Mm-Cpn; purified Mm-Cpn ATPase, ADP Transcreener TR-FRET; Potency, µM (series often up to 76.9 µM), without a hit: at the highest dose activity, negative = inhibition, most hits filed as inhibitors; 330,000 compounds, 0.031% hits; further: potency means the concentration at half of the fitted maximal effect; on the % scale 0 is the no-effect control and ±100 the full control effect; nearly all actives have a fitted effect of over 80% in size
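Purified archaeal chaperonin (25 nM final) was preincubated with compound for 10 min at 37°C, then ATP (10 uM final) was added for 30 min at 37°C in Tris pH 7.4/KCl/MgCl2/DTT buffer. ADP was quantified by HTRF Transcreener TR-FRET.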
Numbers without * were called inactive; i = inactive; ? = inconclusive; . = not tested or not shown; [ ] = another dose, or the depositor's remark. Unless noted, the call rests on the fitted dose curve; in most records, active means well fitted curve in the direction sought with a large enough effect; inconclusive means small, poorly fitted or top-dose-only effect, or another doubt; inactive means no such curve, though single readings can be large; an effect the other way counts as inactive or inconclusive. The list is partial; the hit share may differ from the screen's.

smiles,D3 ag,Akt phos inh,EPAC2 antagonist,CCT chaperon mod,PTHR1 agonist,D3 antag,EPAC2 ag,MmCpn inh
CC(C)Oc1ccc(CNC2CCOC(C)(C)C2)cc1 (configuration not stated),6,.,-1%,-2.5,-8%[57.5 µM],21,10%,-2%
O=C(NC(=S)Nc1ccccc1C(F)(F)F)c1ccccc1F,-14,i,-16%,-1.8,i,-22,18%,0%
Cc1ccc(S(=O)(=O)c2nc(-c3ccc(F)cc3)oc2SCC(=O)NCC2CCCO2)cc1 (configuration not stated),2,i,-1%,0.7,0%[57.5 µM],23,-8%,-1%
CCN1CCN(c2nc3c(C)cccn3c(=O)c2/C=C(\C#N)C(=O)NCCCOC)CC1,5,i,1%,-3.2,-33%[inhibitor],0,2%,-1%
N/C(=N\OC(=O)COc1ccccc1)c1cccnc1,-13,i,12%,1.2,-12%,7,6%,-7%
O=C(CN(C(=O)c1csnn1)c1cccc2ccccc12)NCc1ccc(F)cc1,-15,i,13%,2.5,i,-2,10%,3%
CC1Cc2ccccc2N1C(=O)CSc1ccccc1 (configuration not stated),-6,i,2%,0.2,i,18,7%,-1%
CC(=O)c1cccc(S(=O)(=O)NCCC(=O)Nc2ccc(S(N)(=O)=O)cc2)c1,2,i,-5%,-1.3,i,15,1%,3%
C[C@@H]1CN[C@H](CCO)/C1=C\c1ccccc1,-8,i,6%,2.9,?,-20,3%,.
CC(C)CSc1nnc2c3ccccc3n(C)c2n1,-4,i,-14%,-0.5,?,-17,-2%,0%
COC(=O)C1=C(CSc2nccn2C)NC(=O)NC1c1cc(C)ccc1C (configuration not stated),0,i,9%,-2.2,-7%[57.5 µM],28,-5%,-3%
COc1ccc(S(=O)(=O)N2CCCC(c3cc(C(=O)NCc4cccnc4)no3)C2)cc1 (configuration not stated),-8,i,8%,-1.8,i,0,-1%,.
Cc1cc(NS(=O)(=O)c2ccc(NC(=O)/C=C/c3ccco3)cc2)nc(C)n1,1,i,2%,0.3,i,2,3%,2%
N#Cc1nc(-c2ccco2)oc1NCCc1ccccc1,-2,i,16%,-4.1,-6%[57.5 µM],-4,10%,-1%
O=C(NCc1ccccn1)c1cc(-n2cnnc2)ccc1Cl,-5,i,4%,-2.8,-24%[57.5 µM],11,5%,-1%
O=C(Nc1ccc(C(=O)O)cc1)/C(=C\c1ccccc1)NC(=O)c1ccccc1,5,i,14%,-1.7,-28%,5,6%,0%

One compound at a time, as listed above. Values in the order: D3 ag | Akt phos inh | EPAC2 antagonist | CCT chaperon mod | PTHR1 agonist | D3 antag | EPAC2 ag | MmCpn inh
`COc1ccc(S(=O)(=O)N2CCCC(c3cc(C(=O)NCc4cccnc4)no3)C2)cc1` (configuration not stated) is listed with -8 | i | 8% | -1.8 | i | 0 | -1% | .
`N#Cc1nc(-c2ccco2)oc1NCCc1ccccc1` is listed with -2 | i | 16% | -4.1 | -6%[57.5 µM] | -4 | 10% | -1%

Following part:
smiles,D3 ag,Akt phos inh,EPAC2 antagonist,CCT chaperon mod,PTHR1 agonist,D3 antag,EPAC2 ag,MmCpn inh
Cc1ccc(C)n1-c1ccc(C(=O)NN)cc1,9,i,7%,2.1,-51%[inhibitor],-4,0%,-5%
CCN(CC(=O)Nc1c(F)cccc1F)C(=O)c1ccc(C(F)(F)F)cc1,3,i,-6%,-2.9,-3%,6,2%,1%
Fc1ccc(-c2nnc(CSc3nnc4ccccn34)o2)cc1,6,i,1%,1.6,-21%,5,-1%,2%
CC(=O)c1sc(NC(=O)c2cc(=O)c3ccccc3o2)nc1C,1,i,-3%,-1.0,-38%[inhibitor],8,-4%,-7%
COc1ccc(C(=O)NC(=O)COC(=O)C2CC2C)cc1 (configuration not stated),7,i,-4%,-3.7,-9%,17,3%,1%
CCn1c(CNC(=O)COc2ccc(C(C)C)cc2)nnc1SCC(=O)Nc1ccccc1F,2,i,-11%,-1.4,-18%[57.5 µM],-16,4%,2%
Cc1ccc(S(=O)(=O)c2ncccc2[N+](=O)[O-])cc1,-7,i,-5%,-1.5,-42%[inhibitor],-90*,1%,1%
Cc1nn(Cc2ccccc2)c2c1C(c1ccncc1)C(C#N)=C(N)O2 (configuration not stated),1,i,5%,-0.1,i,-28,-3%,-2%
CCOC(=O)c1cccc(NS(=O)(=O)Cc2ccccc2)c1,2,i,1%,2.8,i,13,1%,-2%
CSc1ccc(/C=C(/NC(=O)c2ccc(C)cc2)C(=O)Nc2cccc(F)c2)cc1,2,i,-1%,1.5,i,3,10%,0%
CCN1CCN(C(=O)CSc2cc(=O)n(CC)c3ccccc23)CC1,-3,i,9%,-1.2,i,?,3%,-1%
O=C(CN1C(=O)c2cccnc2Oc2ccc(Cl)cc21)N1CCCCCC1,-5,i,8%,-0.6,i,-1,9%,0%
CCOC(=O)N1CCN(C(=O)C(NC(=O)C2CCC(C)CC2)C(C)C)CC1 (configuration not stated),-1,i,-1%,-0.7,i,-5,7%,3%
CCCCC[C@H](O)/C=C/[C@@H]1[C@@H](C/C=C\CCCC(=O)O)[C@H]2CO[C@@H]1C2,17,i,-18%,-0.3,?,-6,4%,-1%
CNC(=O)CC1C(=O)N(c2ccc(F)cc2)C(=S)N1NC(=O)c1ccc(Br)cc1 (configuration not stated),5,i,2%,1.7,i,-1,1%,1%
CCOC(=O)N1CCN(C(=O)COC(=O)Cc2ccc(OC)cc2)CC1,-3,i,9%,-0.1,i,-22,16%,1%
COc1ccccc1NC(=O)C1CCCN1S(=O)(=O)c1cccc2nsnc12 (configuration not stated),2,.,3%,-0.6,i,2,18%,-1%
CCOC(=O)C1CCN(C(=O)CN(Cc2ccccc2)S(C)(=O)=O)CC1,-1,i,3%,-0.6,i,13,13%,0%
O=C(CSc1nc2ccccc2c(=O)n1-c1ccccc1F)NC1CCS(=O)(=O)C1 (configuration not stated),-4,i,5%,-1.6,i,?,-1%,1%
CCOC(=O)C1=C(CN2CCc3ccccc32)NC(=O)NC1c1ccc(Cl)cc1 (configuration not stated),11,i,-8%,-1.1,-11%,-25,3%,-4%
CCOC(=O)C1=C(c2ccccc2)NC(=S)NC1c1ccc(Cl)cc1 (configuration not stated),-5,i,-21%,0.2,i,-5,22%,1%
O=C(NCc1ccco1)c1cc2sccc2n1Cc1ccc(F)cc1,-2,i,-1%,0.6,i,17,11%,-1%
CCCCC1C2=C(CC(C)(C)CC2=O)OC2=C1C(=O)CC(C)(C)C2,-4,i,-4%,-2.4,i,21,-14%,0%
Cc1ccnc(NC(=O)CCC(=O)N(CC(=O)NC(C)(C)C)C2CCCC2)c1,4,i,-4%,3.7,-5%,23,-4%,-1%
CCn1cc(CCCC(=O)NCc2ccccc2OC)c2ccccc21,-4,i,-11%,0.4,i,?,9%,3%
CCN(CC)S(=O)(=O)c1ccc2oc(C(=O)NCC3COc4ccccc4O3)c(C)c2c1 (configuration not stated),6,i,-10%,-1.0,-5%,17,12%,-3%
COc1cccc(/C=C(\C#N)c2nc3ccc(C)cc3[nH]2)c1OCC(=O)O,2,i,-1%,-2.5,i,0,4%,1%
O=C(c1ccccc1)N(Cc1ccc2c(c1)OCO2)Cc1nc2ccccc2c(=O)[nH]1,-9,i,-3%,-2.1,i,30,1%,3%
CCN(CC(=O)N1CCOCC1)S(=O)(=O)c1ccc2ccccc2c1,8,i,4%,1.4,i,11,3%,1%
COc1ccc(C2=NN(CN3C(=O)C(=O)c4ccccc43)C(c3ccc(C)cc3)C2)cc1 (configuration not stated),0,i,3%,-2.1,i,-29,3%,-1%
Cc1ccc(NC(=O)Nc2ccccc2CC[N+](=O)[O-])cc1,1,i,-1%,1.0,-17%,-23,7%,0%
Cc1ccc(CC(=O)Nc2nncs2)cc1,-7,i,6%,0.4,i,1,12%,0%
O=C(COc1cc2oc(=O)c3c(c2cc1Cl)CCC3)NCc1ccncc1,2,i,-4%,-1.4,-8%,-3,1%,-1%
O=S(=O)(Cc1nc2ccccc2s1)c1ccccc1,4,i,13%,0.8,-22%,?,5%,3%
CCOc1ccc(NC(=O)c2c(OC)cccc2OC)cc1,-8,i,-28%,0.6,-4%,-4,3%,-3%
COc1cccc(CN(C)C(=O)CNC(=O)c2ccc(-c3ccccc3)cc2)c1OC,21,i,?,0.0,-28%,5,6%,3%
Cc1ccccc1CC1(CO)CCCN(C(=O)Cc2c(F)ccc(F)c2F)C1 (configuration not stated),6,i,13%,-7.9,-24%,-12,9%,0%
COC(=O)[C@@H]1ON2OCC(C)=C3CCCC[C@@]32[C@H]1C(=O)OC,3,i,3%,.,-17%,4,6%,.
C=CCn1c(NCc2c[nH]c3ccccc23)nc2ccccc21,-4,i,-2%,-4.0,i,?,6%,-1%
CCOc1cc(N2CCOCC2)c(OCC)cc1NS(=O)(=O)c1ccc(Cl)s1,-10,i,-10%,1.3,-15%,?,7%,-2%
CCOC(=O)c1ccc(NC(=O)CC2SC3=NCCN3C2=O)cc1 (configuration not stated),-23,i,-1%,-0.6,-26%,6,3%,0%
CN(C)CCCNC(=O)c1cc(C(=O)c2ccccc2)c[nH]1,-2,i,4%,-3.5,i,-5,10%,-14%
CCOC(=O)C(C)Sc1ncnc2nc[nH]c12 (configuration not stated),0,i,3%,-1.7,i,-19,12%,2%
